Screening results from PubChem.
PMI inhibitors = MPI enzyme activity inhibition – biochemical, fluorescence intensity, coupled assay, primary screen (AID 1209); purified PMI enzyme, coupled fluorescence intensity; higher % means a stronger effect; one-dose inhibition, % at 20 µM; IC50 in µM for titrated hits; 190,000 compounds, 0.42% hits;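 also: plate controls were DMSO vehicle for no effect and wells lacking substrate for full effect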
human PMI inhibitors = MPI inhibition at elevated mannose 6-phosphate – biochemical, fluorescence intensity, high mannose 6-phosphate, primary screen (AID 1220); recombinant PMI enzyme, coupled fluorescence intensity; higher % means a stronger effect; inhibition, % at 20 µM, or IC50 in µM where a hit was titrated; 190,000 compounds, 0.66% hits
Salmonella PhoP GFP = inhibitors of PhoP regulon expression, primary screen, Salmonella Typhimurium, GFP reporter (AID 1863); S. Typhimurium PhoP-regulated promoter GFP reporter, 4 h; higher % means a stronger effect; one-dose inhibition, % at 50 µM; IC50 in µM for titrated hits; 300,000 compounds, 0.16% hits;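 active = inhibition over 29.93%, a cutoff 3 SD above the screen mean, later confirmed by dose response; inconclusive = inhibition over 29.93% but no dose response follow-up; inactive = inhibition at most 29.93% or unconfirmed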;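 also: 0% = low Mg2+ inducing control and 100% = high Mg2+ repressing control; strong numbers were not always called active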
WT yeast gro inh = growth inhibition of WT yeast, mitochondrial fusion screen. mitochondrial fusion phenotypic screen, WT strain. inhibition, % at 10 µM. 190,000 compounds, 2.1% hits. AID 1362; in the data active = inhibition above about 58%; tested in S. cerevisiae
SIAH1 antagonists = Siah-1 peptide-binding antagonists, primary screen, biochemical, fluorescence polarization, rhodamine-plectin, uHTS (AID 1817) | Siah-1 / rhodamine-plectin peptide fluorescence polarization; higher % means a stronger effect | one-dose displacement, % at 20 µM; IC50 in µM for titrated hits | 290,000 compounds, 0.02% hits;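 active = displacement of at least 50% at 20 µM, with a fluorescence ratio check between 0.3 and a set limit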;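 also: plate controls were Siah plus tracer with DMSO for no effect and tracer alone without Siah for full effect; strong numbers were not always called active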
Myeloid diff MLP = myeloid differentiation induction; 360,000 compounds, 1% hits; calls only at 10 µM; AID 624256; ER-HoxA9 myeloid progenitors, lysozyme-GFP differentiation, flow cytometry;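 active = normalized GFP-positive differentiation at or above the plate's own cutoff, the solvent-only control mean plus 3 SD; inconclusive = no clear call, values can overlap the other calls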;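 also: cells exposed to compound for four days before flow analysis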
TNAP activators = stimulation of alkaline phosphatase TNAP activity – biochemical, luminescent, no phosphate acceptor, uHTS, primary screen (AID 1001); activation fold at 20 µM; hits with a dose series show EC50 in µM; purified TNAP, luminescent activation assay, no phosphate acceptor; higher activation fold means a stronger effect; 200,000 compounds, 0.03% hits; in the data active = activation fold from about 3, or a potency from the dose series; inactive = the rest, 99 in 100 with activation fold below about 1.6; also: many of its hits are not listed in these tables
XIAP displacement = XIAP antagonists, biochemical, IAP family, fluorescence polarization (AID 1018); XIAP BIR domain, fluorescence polarization peptide displacement; higher % means a stronger effect; displacement, % at 20 µM, or IC50 in µM where a hit was titrated; 200,000 compounds, 0.007% hits; in the data active = displacement above about 50%; also: a part of the inactive calls stands beside numbers as strong as those of hits
RSV CPE inhibition = RSV antiviral activity via CPE protection, HEp-2 cells, primary 10 µM value included (AID 2391) | CPE inhibition, % at 10 µM; hits with a dose series show IC50 in µM | 310,000 compounds, 0.13% hits | HEp-2 cells, RSV-induced CPE inhibition; higher % means a stronger effect; in the data active = a potency from the dose series; inconclusive = CPE inhibition mostly from about 23% at the one dose, without a potency; inactive = the rest, 99 in 100 with CPE inhibition below about 21%; also: strong numbers were not always called active
WT yeast gro inh mutant strain = second read-out of WT yeast gro inh, no call of its own (marks repeat the call); inhibition, %; mitochondrial fusion phenotypic screen, mutant strain inhibition
Myeloid diff MLP GFP+ MAC1+ % = further read-out of Myeloid diff MLP, marked with its call; GFP+ MAC1+ double positive, %; measured here: differentiation confirmed by MAC1 staining
Active calls of the source: *; i = inactive; ? = inconclusive; / = not tested or not shown; + = active, no number. Rule as the data show it, unless noted: active = inhibition above about 50%; inactive = the rest.

SMILES	PMI inhibitors	human PMI inhibitors	Salmonella PhoP GFP	WT yeast gro inh	WT yeast gro inh mutant strain	SIAH1 antagonists	Myeloid diff MLP	Myeloid diff MLP GFP+ MAC1+ %	TNAP activators	XIAP displacement	RSV CPE inhibition
O=C(Nc1cccc(S(=O)(=O)N2CCOCC2)c1)C(c1ccccc1)N1CCCCC1 (stereo not given)	-11%	-16%	-8%	-5	-1	0%	i	0.3	1.2	-6.5%	1.9%
Cn1ccnc1CN1CCCCC1C(=O)Nc1ccc(Oc2cccnc2)cc1 (stereo not given)	/	/	-6%	/	/	-3%	i	0.7	/	/	-1.0%
CC(C)c1cc(C(=O)N2CCCC(N3CCN(c4ccc(F)cc4)CC3)C2)no1 (stereo not given)	/	/	-3%	/	/	4%	i	1.7	/	/	0.3%
CCOc1ccccc1OCC(O)CNC (stereo not given)	6%	-3%	-3%	41	6	2%	i	6.2	1.2	-3.1%	0.4%
COc1ccc(NC(=O)CSc2nc3sc4c(c3c(=O)n2-c2ccc(OC)cc2)CCN(C)C4)cc1	/	/	-17%	/	/	7%	i	3.9	/	/	1.2%
O=C(Nc1cccc(Cl)c1Cl)c1ccncc1	2%	-1%	8%	10	-2	2%	i	1.3	1	-5.3%	8.3%
Cc1cc(CC(=O)O)c(C)cc1CC(=O)O	-5%	7%	10%	-8	-6	-5%	i	0.9	1.1	-3.7%	0.4%
O=C1c2cccc3c(N4CCCCC4)ccc(c23)C(=O)N1CCO	2%	-3%	-37%	26	-6	1%	i	0.3	0.9	-7.8%	?
CCCn1nc(C(=O)Nc2nc3ccccc3[nH]2)c2ccccc2c1=O	8%	10%	18%	40	30	28%	i	0.1	1.2	1.0%	?
N#CCCN(C(=O)COC(=O)Cc1ccc(Br)cc1)c1ccccc1	12%	8%	-3%	-3	9	-5%	i	0.4	1.1	-3.3%	0.2%
O=C(O)c1ccccc1C(=O)Nc1ccc(Nc2ccc([N+](=O)[O-])cc2[N+](=O)[O-])cc1	/	/	-3%	/	/	1%	i	1.0	/	/	0.8%
COc1ccc(-c2cc(C(F)(F)F)nc(SCC(N)=O)n2)cc1	24%	23%	4%	3	-1	1%	i	6.7	1.1	-9.2%	0.0%
CN(C)C(=O)c1ccc2c(c1[N+](=O)[O-])C(=O)c1ccccc1C2=O	-51%	-16%	11%	45	42	61%*	/	/	1.1	-1.1%	1.5%
Fc1ccc(NC(=S)N2CCc3ccccc32)cc1	/	/	-2%	/	/	4%	i	0.7	/	/	3.4%
COc1ccc(CCNC(=S)N2CCC(Cc3ccccc3)CC2)cc1OC	10%	-3%	-7%	55	11	-1%	i	0.3	1.3	-2.6%	22%
COc1cc([N+](=O)[O-])cc(CN2CCCCC2)c1O	-4%	-7%	13%	-9	-5	-2%	i	1.6	0.9	-1.8%	1.3%
CCC(C)N1CC(C(=O)O)CC1=O (stereo not given)	8%	3%	3%	/	/	5%	i	3.9	1	-4.6%	0.7%
c1ccc(Cc2ccc(OCCn3cncn3)cc2)cc1	9%	7%	-2%	10	-4	4%	i	1.2	1.1	0.0%	0.6%
O=C(OCN1C(=O)c2ccccc2C1=O)c1ccc(Cl)nc1	/	/	-1%	/	/	0%	i	1.0	/	/	4.8%
CC1C(=O)Nc2ccc(S(=O)(=O)N3CCN(c4cccc(C(F)(F)F)c4)CC3)cc2NC1=O (stereo not given)	/	/	-3%	/	/	-4%	i	3.9	/	/	6.0%
O=C(O)CCC(=O)N1CCCC1	-1%	-4%	1%	-8	-10	19%	i	0.9	1.1	-4.2%	2.2%
CC(=O)/C(=C(/O)c1ccccc1)c1nc2ccccc2[nH]1	4%	6%	-7%	-7	6	7%	i	0.2	1.2	-1.8%	7.8%
O=C(Cc1ccccc1F)NNC(=O)c1ccncc1	/	/	7%	/	/	4%	?	/	/	/	2.8%
COC(=O)c1nn(-c2ccc(Cl)cc2)c(=O)cc1Sc1ccccn1	1%	0%	-2%	0	59	5%	i	1.8	1.1	-3.0%	1.0%
COc1cc(OC)c(S(=O)(=O)N2CCN(C(=O)c3ccccc3F)CC2)cc1NC(C)=O	9%	9%	-5%	-12	-11	2%	i	0.8	1.1	-0.4%	0.9%
The list continues:
SMILES	PMI inhibitors	human PMI inhibitors	Salmonella PhoP GFP	WT yeast gro inh	WT yeast gro inh mutant strain	SIAH1 antagonists	Myeloid diff MLP	Myeloid diff MLP GFP+ MAC1+ %	TNAP activators	XIAP displacement	RSV CPE inhibition
CCCCN(C(=O)c1ccc(NC(=O)C(C)C)cc1)c1ccccc1	8%	9%	-1%	-4	7	-3%	i	0.2	1.1	1.5%	2.9%
CC(c1ccccc1)N1CC(C(=O)N2CCN(c3ccccc3)CC2)CC1=O (stereo not given)	0%	3%	2%	3	-2	2%	i	1.3	1.2	-1.0%	-0.5%
Cc1ccc(S(=O)(=O)NNC(=O)C(O)(c2ccccc2)c2ccccc2)cc1	14%	10%	8%	-18	-1	0%	i	0.6	1	-5.3%	0.8%
O=C(CNC(=O)c1cccs1)N/N=C/c1cccc(Cl)c1	/	/	-3%	/	/	-5%	i	0.9	/	/	0.2%
CCN(CC)C(=O)C1CCCN(C(=O)c2cc(COc3ccc4ncccc4c3)on2)C1 (stereo not given)	/	/	-4%	/	/	1%	i	4.0	/	/	1.4%
CCOC(=O)C(=O)NN=C(c1ccccc1)c1ccccc1	/	/	-1%	/	/	17%	i	1.4	/	/	0.7%
Cc1ccc(S(=O)(=O)N(C)C)cc1NC(=O)c1ccccc1Br	-2%	5%	-7%	-3	13	0%	i	0.0	1.1	-4.8%	-0.9%
O=C(CCS(=O)(=O)Cc1ccccc1)Nc1nc2c(s1)CCCC2	11%	10%	0%	-2	-50	6%	i	5.0	1.1	-1.1%	1.0%
CCn1nnc(NC(=O)c2cccnc2Cl)n1	0%	-1%	2%	7	-6	-2%	i	0.4	1.3	-3.3%	1.6%
CCSc1nc2c(c(=O)[nH]c(=O)n2C)n1CC(O)COc1ccccc1C (stereo not given)	-22%	-18%	1%	-12	-16	-2%	i	0.7	1	-6.4%	2.6%
CSc1ccc(S(=O)(=O)Nc2ccc3c4c(cccc24)CC3)cc1	14%	0%	-12%	3	3	-4%	i	2.3	1	-2.8%	7.6%
Cc1ccccc1C(=O)NC(C(=O)Nc1nc2c(s1)CCCC2)C(C)C (stereo not given)	26%	16%	3%	22	9	3%	i	0.4	1.1	-9.8%	1.9%
O=C(NC1CCCCC1)c1cc(-n2cnnc2)ccc1Cl	/	/	-4%	/	/	14%	i	0.8	/	/	2.7%
Cc1c(Br)c([N+](=O)[O-])nn1CC(=O)Nc1ccc(C(C)C)cc1	18%	17%	-6%	-7	-23	-2%	i	0.0	1	-5.2%	4.8%
CS(=O)(=O)Oc1ccc(/C=N/NC(=O)c2ccncc2)cc1	-14%	-12%	-12%	-7	-8	-3%	i	0.6	1	-32%	0.6%
O=C(c1ccccc1)N1CCCCC(S(=O)(=O)c2ccc3ccccc3c2)C1=O (stereo not given)	10%	12%	5%	5	-13	2%	i	2.0	1.1	0.0%	1.7%
CCCNC(=S)N1CCC(n2cnc3ccccc32)CC1	7%	3%	2%	-7	-12	2%	i	0.3	1.1	-2.6%	1.2%
COC(=O)C12CCC(C)(c3nc4ccccc4nc31)C2(C)C (stereo not given)	10%	9%	-12%	-7	6	1%	i	0.4	1.1	-7.1%	-1.8%
O=C(c1ccco1)N(Cc1cccs1)C1CCS(=O)(=O)C1 (stereo not given)	2%	-4%	-8%	-2	11	3%	i	0.8	1	-3.0%	1.6%
Cc1cc(NC(=O)c2ccc(Cn3nc(C)c(Br)c3C)o2)no1	9%	8%	2%	-5	-1	0%	i	0.4	1.1	-1.0%	1.7%
CC(C)(C)C(=O)Nc1nnc(CC(=O)NCc2ccccc2)s1	8%	13%	-2%	7	8	-1%	i	0.3	1.1	-1.9%	0.4%
CCOc1ccc(S(=O)(=O)Nc2ncn[nH]2)cc1	/	/	8%	/	/	14%	i	0.7	/	/	0.8%
O=C1CCC(=O)N1OCCCOc1ccc2c(c1)CCC2	11%	10%	-8%	-3	-10	5%	i	1.2	1.2	1.3%	2.3%
COc1ccc(Cc2nnc(NC(=O)c3ccc(C)cc3)s2)cc1OC	/	/	1%	/	/	6%	i	0.6	/	/	9.1%
Cc1ccc(C(=O)NC2(O)C(=O)c3ccccc3C2=O)cc1C	/	/	-17%	/	/	6%	i	0.5	/	/	1.6%
Later entries
SMILES	PMI inhibitors	human PMI inhibitors	Salmonella PhoP GFP	WT yeast gro inh	WT yeast gro inh mutant strain	SIAH1 antagonists	Myeloid diff MLP	Myeloid diff MLP GFP+ MAC1+ %	TNAP activators	XIAP displacement	RSV CPE inhibition
CN(C)S(=O)(=O)c1cccc(NC(=O)c2ccccc2OCc2ccc(F)cc2)c1	/	/	-4%	/	/	2%	i	0.2	/	/	5.9%
CCOC(=O)c1cnn(-c2ccccc2)c1-n1cccc1C(=O)C(=O)Nc1ccc(OC)cc1	9%	13%	5%	33	19	-1%	i	0.0	1	-3.2%	4.0%
CCOc1ccc2[nH]c(=O)c(CN(Cc3ccc(C)cc3)C(=O)N3CCCC3)cc2c1	13%	17%	5%	15	-2	2%	i	2.0	1.1	-6.4%	0.0%
COc1ccc2[nH]c(=O)c(CN(CC3CCCO3)C(=S)Nc3ccc(C)cc3)cc2c1 (stereo not given)	/	/	8%	31	-7	1%	i	0.6	1.1	-6.4%	-1.2%
CC(=O)NC(CSc1cc(C)nc2ccc(Br)cc12)C(=O)O (stereo not given)	/	/	-3%	/	/	7%	i	0.3	/	/	0.1%
COc1cccc(-c2ncc3ccccn23)c1	-12%	-9%	-3%	-3	-6	4%	i	0.6	1.1	-3.2%	23%
O=C(CN1C(=O)NC2NC(=O)NC21)NN=C1CCCC1 (stereo not given)	0%	-7%	-1%	-1	14	-3%	i	0.8	0.9	-6.2%	1.5%
CCOC(=O)N1CCN(C(=O)c2cccc(NC(=O)c3ccco3)c2)CC1	7%	5%	-8%	11	10	-3%	i	0.1	1	-3.2%	1.3%
CCn1cc(C(=O)N2CCN(c3ccc([N+](=O)[O-])cc3)CC2)c(=O)c2ccc(C)nc21	0%	6%	-2%	-7	14	7%	+	17*	1.1	-5.1%	13%
CCN(CC)CCNC(=O)c1cn(CC)c2cc(N3CCN(C(=O)c4ccco4)CC3)c(F)cc2c1=O	/	/	68%	/	/	3%	i	0.5	/	/	-2.0%

Part of the list above, limited to RSV CPE inhibition.
molecule	RSV CPE inhibition
O=C(OCN1C(=O)c2ccccc2C1=O)c1ccc(Cl)nc1	4.8%
CC1C(=O)Nc2ccc(S(=O)(=O)N3CCN(c4cccc(C(F)(F)F)c4)CC3)cc2NC1=O (stereo not given)	6.0%
O=C(O)CCC(=O)N1CCCC1	2.2%
CC(=O)/C(=C(/O)c1ccccc1)c1nc2ccccc2[nH]1	7.8%

Compounds were not picked by outcome. About 3.1% of those tested had a hit in this group.
